# CHRM4 antagonist = human M4 muscarinic receptor antagonists, primary screen, CHO cells, Fluo-8 calcium fluorescence; AID 624125, 2012; Muscarinic acetylcholine receptor M4 (Homo sapiens), P08173; CHO-hM4 cells, ACh EC80; actives 0.73% (n = 360,000); inhibition, % at 3 µM;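 active = inhibition above its plate's cutoff, the mean inhibition of sample wells plus 3 SD, cut at about 27% in these data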;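 also: 0% = acetylcholine EC80 with DMSO and 100% = DMSO without agonist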
# Target sequence (P08173 whole entry, looked up): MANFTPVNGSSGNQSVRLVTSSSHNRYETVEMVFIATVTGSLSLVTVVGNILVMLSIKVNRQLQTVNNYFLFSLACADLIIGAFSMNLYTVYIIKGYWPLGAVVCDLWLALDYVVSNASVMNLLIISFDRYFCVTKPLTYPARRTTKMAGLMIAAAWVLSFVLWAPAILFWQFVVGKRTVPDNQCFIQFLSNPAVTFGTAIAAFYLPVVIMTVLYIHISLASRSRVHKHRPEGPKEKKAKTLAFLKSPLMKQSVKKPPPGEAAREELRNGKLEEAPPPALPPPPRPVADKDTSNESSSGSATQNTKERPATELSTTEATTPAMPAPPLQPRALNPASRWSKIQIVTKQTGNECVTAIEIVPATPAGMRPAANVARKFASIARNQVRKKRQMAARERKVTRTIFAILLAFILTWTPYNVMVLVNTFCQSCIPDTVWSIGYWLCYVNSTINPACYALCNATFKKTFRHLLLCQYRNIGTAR
# CHRM1 PAM = human M1 muscarinic receptor positive allosteric modulators, primary screen, CHO-K1 cells, Fluo-8 calcium fluorescence, 1536-well; Muscarinic acetylcholine receptor M1 (Homo sapiens), P11229; CHO-K1 hM1, ACh EC20; 0% = ACh EC20, 100% = maximal ACh; activation, % at 3 µM; actives 0.088% (n = 360,000); AID 588819, 2011; in the data active = activation above about 19%, passing the limit was not always enough
# M4 ag = human M4 muscarinic receptor agonists, primary screen, CHO-K1 cells, Fluo-8 calcium fluorescence; activation, % at 3 µM; CHO-K1 hM4/Gqi5; vehicle 0%, full acetylcholine response 100%; actives 0.14% (n = 360,000); Muscarinic acetylcholine receptor M4 (Homo sapiens), P08173;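 active = activation above the run mean over all test wells plus 3 SD, cut at about 32% in these data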;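 also: peak over basal fluorescence ratio per well then scaled between controls; 0% = DMSO wells and 100% = acetylcholine at EC100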
# CHRM1 agonist = human M1 muscarinic receptor agonists, primary screen, Fluo-8 calcium fluorescence, CHO-K1 cells, HTS | Muscarinic acetylcholine receptor M1 (Homo sapiens), P11229 | CHO-K1 hM1, agonist mode; 0% DMSO, 100% acetylcholine EC100 | activation, % at 3 µM | actives 0.33% (n = 360,000) | AID 588814, 2011;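 active = activation above the run's mean compound activation plus 3 SD, cut at about 16% in these data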;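 also: peak over basal fluorescence ratio within a 140 s kinetic read after compound addition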
# M5 ag = human M5 muscarinic receptor agonists, primary screen, CHO-K1 cells, Fluo-8 calcium fluorescence; actives 0.19% (n = 360,000); CHO-K1 hM5 cells; 0% DMSO wells, 100% maximal acetylcholine response; activation, % at 3 µM;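 active = activation above the run's mean over test compounds plus 3 SD, cut at about 23% in these data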;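 also: signal is peak over basal fluorescence ratio across the kinetic read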
# Target sequence (P08912 whole entry, looked up): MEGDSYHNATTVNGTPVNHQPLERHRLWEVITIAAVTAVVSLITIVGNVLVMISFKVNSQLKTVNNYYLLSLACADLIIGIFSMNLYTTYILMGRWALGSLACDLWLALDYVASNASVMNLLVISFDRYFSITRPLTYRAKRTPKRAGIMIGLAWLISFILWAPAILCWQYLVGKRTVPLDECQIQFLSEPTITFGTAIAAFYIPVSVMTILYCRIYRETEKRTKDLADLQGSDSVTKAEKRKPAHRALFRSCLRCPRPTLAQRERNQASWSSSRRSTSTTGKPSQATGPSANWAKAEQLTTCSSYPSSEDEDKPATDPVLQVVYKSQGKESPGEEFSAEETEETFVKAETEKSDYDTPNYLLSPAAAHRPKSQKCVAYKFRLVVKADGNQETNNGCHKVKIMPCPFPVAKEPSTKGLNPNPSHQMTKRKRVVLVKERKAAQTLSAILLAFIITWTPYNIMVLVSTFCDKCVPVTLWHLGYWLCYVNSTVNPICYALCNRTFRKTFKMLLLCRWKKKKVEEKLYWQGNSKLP
# M5 antag = human M5 muscarinic receptor antagonists, primary screen, CHO cells, Fluo-8 calcium fluorescence; Muscarinic acetylcholine receptor M5 (Homo sapiens), P08912; CHO-hM5 cells, ACh EC80; inhibition, % at 3 µM; actives 0.59% (n = 360,000);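 active = inhibition above a per-plate cutoff, the mean of that plate's test compounds plus 3 SD, cut at about 27% in these data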;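 also: 0% = acetylcholine EC80 with DMSO and 100% = DMSO without agonist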
# M1 antag = human M1 muscarinic receptor antagonists, primary screen, CHO-K1 cells, Fluo-8 calcium fluorescence, 1536-well; Muscarinic acetylcholine receptor M1 (Homo sapiens), P11229; inhibition, % at 3 µM; actives 1.3% (n = 360,000); AID 588852, 2011; CHO-K1 hM1, ACh EC80 antagonist;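 active = percent inhibition above its own plate's cutoff, namely the mean of that plate's compound wells plus 3 SD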;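 also: peak over basal fluorescence ratio during 140 s after agonist addition; 0% = ACh EC80 plus DMSO and 100% = DMSO alone without agonist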
# M5 PAM = human M5 muscarinic receptor positive allosteric modulators, primary screen, CHO-K1 cells, Fluo-8 calcium fluorescence | activation, % at 3 µM | CHO-K1 hM5, ACh EC20 PAM; 0% = ACh EC20, 100% = ACh EC100 | actives 0.3% (n = 360,000) | AID 624038, 2012 | Muscarinic acetylcholine receptor M5 (Homo sapiens), P08912;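 active = activation above the run cutoff, the mean activation of all test compounds plus 3 SD, cut at about 18% in these data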
#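 Test system: CHO-K1 hM5 cells / Doses: single-point, 3 µM nominal / Times: Post-acetylcholine fluorescence recording 140 s / Technique: Fluo-8 calcium fluorescence / Measure: Max/basal fluorescence ratio as % of EC20–EC100 ACh window / Benchmarks: low control EC20 acetylcholine (0%), high control EC100 acetylcholine (100%) / Replicates: one well per compound, no replicates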
# TAAR1 ag = human TAAR1 agonists, primary screen, Fluo-8 calcium fluorescence, CHO RD-HGA16 cells; vehicle wells 0%, saturating PEA agonist 100%; activation, % at 3 µM; actives 0.99% (n = 360,000); AID 624467, 2012;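 active = activation above the mean activation of all test compounds in the run plus 3 SD, cut at about 38% in these data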
#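 Test system: RD-HGA16 (CHO) cells co-expressing Gα16 and hTAAR1; dosing: one-point dosing at 3 µM (nominal); timing: 17-24 h seeding, 75 min 37 °C dye, 30 min RT; signal: kinetic Fluo-8 calcium fluorescence; read-out basis: % activation relative to PEA EC100 response; controls: DMSO and PEA EC100; replicates: n 1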
# An asterisk follows results filed as active; / = no result given. These rows are one share of the data; rates above refer to the full screens.
SMILES,CHRM4 antagonist,CHRM1 PAM,M4 ag,CHRM1 agonist,M5 ag,M5 antag,M1 antag,M5 PAM,TAAR1 ag
C=CCc1ccc(OCCCNC2CCCC2)c(OC)c1,3,-5,9,-5,-6,10,2,-4,1
Cc1ccc(NC(=O)Nc2cccc(Cl)c2)c(C(=O)O)c1,-5,4,0,-10,-3,3,2,-5,3
COC(=O)C1CCN(C(=O)c2oc3c(Cl)cc(C)cc3c2C)CC1,1,1,5,-3,-2,1,-5,3,6
Clc1ccc(SCc2nc3ccccc3[nH]2)cc1,3,-9,8,-1,0,2,9,-14,15
O=C(NC1CCCCC1)C(c1cccs1)N(C(=O)C(F)(F)F)c1ccccc1 (centres undefined),-5,7,0,-4,0,6,-38,-9,1
COc1cccc(CN2CCNC(=O)C2CC(=O)NCCn2nc(C)cc2C)c1OC (centres undefined),19,10,0,-3,2,-6,-18,5,8
COc1cccc(-c2nc3nc(C)cc(C)n3c2Nc2c(C)cccc2C)c1,7,/,7,/,2,8,/,-8,3
C[C@@H]1CN([C@@H](C)CO)C(=O)CCCn2nncc2CO[C@@H]1CN(C)C(=O)Nc1ccc(N2CCN(C)CC2)cc1,-4,5,1,-2,0,-4,-11,1,1
Cc1ccc(NS(=O)(=O)c2ccc(Br)s2)cc1S(=O)(=O)N1CCOCC1,1,9,3,0,1,-2,-9,1,3
Cc1nnc(SCCOC(N)=O)n1C,7,6,1,-1,2,-2,-14,1,8

# Part of the list above in a different format:
Molecule | CHRM4 antagonist | CHRM1 PAM | M4 ag | CHRM1 agonist | M5 ag | M5 antag | M1 antag | M5 PAM | TAAR1 ag
COC(=O)C1CCN(C(=O)c2oc3c(Cl)cc(C)cc3c2C)CC1 | 1 | 1 | 5 | -3 | -2 | 1 | -5 | 3 | 6
Clc1ccc(SCc2nc3ccccc3[nH]2)cc1 | 3 | -9 | 8 | -1 | 0 | 2 | 9 | -14 | 15
O=C(NC1CCCCC1)C(c1cccs1)N(C(=O)C(F)(F)F)c1ccccc1 (centres undefined) | -5 | 7 | 0 | -4 | 0 | 6 | -38 | -9 | 1

# (cont.)
SMILES,CHRM4 antagonist,CHRM1 PAM,M4 ag,CHRM1 agonist,M5 ag,M5 antag,M1 antag,M5 PAM,TAAR1 ag
COc1cc(C(=O)N2CCN(C(=O)C3CCCO3)CC2)cc(OC)c1OC (centres undefined),-5,2,2,-1,0,11,-1,0,0
Cc1nn(C)c(C)c1CN(C)C(=O)c1cc2nc(-c3ccco3)cc(C(F)(F)F)n2n1,6,3,4,-4,1,4,-3,-4,3
N#CC1(c2ccccc2)CCCN1C(=O)c1ccccc1Cl (centres undefined),2,7,0,-4,-3,2,-5,3,10
CCc1nnc(NS(=O)(=O)c2ccc(NC(=S)NC(=O)c3ccccc3)cc2)s1,-2,4,0,-6,-1,1,-2,5,7
Cc1ccc(-c2ccccc2C2=CC(=O)CC(C)(C)C2=O)cc1,-26,17,-2,0,0,-9,-23,3,-1
CC(=O)OC1C([N+]2(C)CCCCC2)C[C@H]2C3CC[C@H]4C[C@H](OC(C)=O)C([N+]5(C)CCCCC5)CC4(C)[C@H]3CCC12C (some centres undefined),5,-11,0,-6,-1,0,-7,-1,1
COc1ccc(C2=NOC(C(=O)N3CCCCCC3)C2)cc1OC (centres undefined),13,9,0,-7,0,6,-6,-4,/
CCC1=Nc2cc(C(=O)NCCN3CCOCC3)ccc2Sc2ccc(Br)cc21,-3,3,5,-3,-2,8,-4,-1,3
Cc1ccc(N(CC(=O)NCc2ccccc2)C(=O)c2csnn2)cc1,-6,16,0,7,-3,10,-5,2,9
COc1ccccc1N1CCN(Cc2c[nH]c3ccccc23)CC1,3,8,3,-6,-8,-1,-15,1,4

# Part of the list above, field by field.
SMILES: Cc1ccc(N(CC(=O)NCc2ccccc2)C(=O)c2csnn2)cc1
- CHRM4 antagonist = -6
- CHRM1 PAM = 16
- M4 ag = 0
- CHRM1 agonist = 7
- M5 ag = -3
- M5 antag = 10
- M1 antag = -5
- M5 PAM = 2
- TAAR1 ag = 9

SMILES: COc1ccccc1N1CCN(Cc2c[nH]c3ccccc23)CC1
- CHRM4 antagonist = 3
- CHRM1 PAM = 8
- M4 ag = 3
- CHRM1 agonist = -6
- M5 ag = -8
- M5 antag = -1
- M1 antag = -15
- M5 PAM = 1
- TAAR1 ag = 4

# More structures:
SMILES,CHRM4 antagonist,CHRM1 PAM,M4 ag,CHRM1 agonist,M5 ag,M5 antag,M1 antag,M5 PAM,TAAR1 ag
c1ccc2c(C3CCO3)cccc2c1 (centres undefined),-17,10,1,-4,-2,12,-1,-2,/
CC1=NN(c2ccccc2)C(=O)C1C(=O)c1cc([N+](=O)[O-])cc([N+](=O)[O-])c1 (centres undefined),0,4,2,-3,6,8,-4,1,3
CCOC(=O)c1c(C)[nH]c(/C(C)=N/O)c1C,6,7,1,-1,-4,-4,-5,-3,0
COc1cccc(CN(C)C(=S)Nc2cccc(C)c2)c1,-2,5,1,-14,0,7,-3,6,5
COc1cc(/C=N/NC(=O)c2ccc(COc3ccccc3Cl)o2)cc(Br)c1O,22,0,7,-2,1,9,11,-1,10
C=CCn1c(SC(C)C(=O)NCc2ccc3c(c2)OCO3)nnc1C1CCCCC1 (centres undefined),-1,3,1,-3,1,-1,-4,1,11
CCCCNC(=O)C1CCN(S(=O)(=O)c2c(C)noc2/C=C\c2ccc(OC)cc2)CC1,-14,-8,5,-4,-2,-3,6,-4,0
COc1cc(NC(=O)c2cccs2)c(C(=O)OCC(=O)NCc2ccccc2)cc1OC,2,3,1,-3,-4,12,-26,2,7
N#C/C(=N\Nc1cccc(C(F)(F)F)c1)C(=O)c1ccsc1,4,-6,11,4,7,21,22,-23,2
Cc1ccc(NC(=O)c2cccc(Oc3ccc([N+](=O)[O-])cc3)c2)c(C(=O)O)c1,7,2,0,-3,0,3,-9,-5,-2

# Arranged by value in M5 antag (largest number first): some entries from above.
SMILES	CHRM4 antagonist	CHRM1 PAM	M4 ag	CHRM1 agonist	M5 ag	M5 antag	M1 antag	M5 PAM
N#C/C(=N\Nc1cccc(C(F)(F)F)c1)C(=O)c1ccsc1	4	-6	11	4	7	21	22	-23
c1ccc2c(C3CCO3)cccc2c1 (centres undefined)	-17	10	1	-4	-2	12	-1	-2
COc1cc(/C=N/NC(=O)c2ccc(COc3ccccc3Cl)o2)cc(Br)c1O	22	0	7	-2	1	9	11	-1
CC1=NN(c2ccccc2)C(=O)C1C(=O)c1cc([N+](=O)[O-])cc([N+](=O)[O-])c1 (centres undefined)	0	4	2	-3	6	8	-4	1
C=CCn1c(SC(C)C(=O)NCc2ccc3c(c2)OCO3)nnc1C1CCCCC1 (centres undefined)	-1	3	1	-3	1	-1	-4	1

# (more compounds)
SMILES,CHRM4 antagonist,CHRM1 PAM,M4 ag,CHRM1 agonist,M5 ag,M5 antag,M1 antag,M5 PAM,TAAR1 ag
CCOC(=O)C1=C(C)NC(=O)NC1c1ccc(OC(=O)c2ccco2)c(OC)c1 (centres undefined),5,5,1,4,-1,1,-7,-3,9
Cc1cc(OC(=O)c2ccc(Cl)cc2Cl)c([N+](=O)[O-])c(=O)[nH]1,-3,4,-1,-3,1,0,-13,-6,0
O=C(COC(=O)c1cc([N+](=O)[O-])ccc1N1CCOCC1)Nc1ccc(Cl)cc1,-12,-4,8,-3,-2,0,3,-5,2
CC[C@H](NC(=O)c1c(C)c(-c2ccccc2)nc2ccccc12)c1ccccc1,8,6,0,-2,1,1,-29,-2,0
CN(Cc1ccccc1Cl)C(=O)c1cc2ccccc2o1,14,8,-1,-1,-2,11,-5,0,14
NS(=O)(=O)c1ccc(NC(=O)COC(=O)COc2ccc(Br)cc2)cc1,1,0,0,-2,1,6,1,-9,5
Cc1ccc(SCC(=O)OCC(=O)NCc2ccco2)cc1,-10,20,0,3,-3,9,-3,-9,6
CCOC(=O)c1[nH]c(C)c(C(=O)c2ccc(C)cc2)c1C,2,8,-2,-10,-6,-2,-14,-6,11
O=C(NNC(=O)c1ccc(Cl)nc1)c1ccc(Br)cc1,3,1,1,0,2,24,-2,-14,6
CCOC(=O)C1=C(C)N=C2SC(C)C(=O)N2C1c1ccc(C(=O)OC)cc1 (centres undefined),3,-3,0,-7,-5,-7,-5,3,14
CSCC[C@H](NC(=O)c1ccc(Br)o1)c1nnc2ccccn12,1,0,0,-2,-3,-3,3,0,0
COc1cc(S(=O)(=O)n2ccc(C)n2)c(OC)cc1Cl,1,8,2,1,2,1,-18,1,9
C=C(C)Cn1c2ccc(NC(=O)CCc3cccc(Cl)c3)cc2c(=O)n1C,-5,-9,2,-4,-1,4,15,-2,2
CC1CC(C)CN(c2nc3c(c(=O)n(C)c(=O)n3C)n2CCSc2ncccn2)C1 (centres undefined),-9,-3,0,-6,1,2,2,1,0
CCCNCc1nnc(-c2ccccc2Cl)o1,3,8,1,-8,-2,-2,-7,1,2
CCC(CC)C(=O)N(C)c1c(C)nc2c(OCc3ccc(OC(F)F)cc3)cccn12,-2,9,2,-8,-2,-2,-15,-3,0
CCNC(=O)COC(=O)c1cc(S(=O)(=O)N2CCCCC2)ccc1C,1,8,1,-4,-2,10,-11,-1,-3
CCOC(=O)c1cc2c(c(CCO)n1)[C@H](CCO)N(S(=O)(=O)C(C)(C)C)C2,-5,6,0,-4,1,0,-11,3,1
O=C(O)CCc1ccc(-c2ccc(Br)cc2)o1,-3,5,0,-5,-1,-6,-2,3,0
c1ccc(CC2CCN(c3nc4ccccc4n4nnnc34)CC2)cc1,7,6,0,0,-2,6,-45,0,5
Cc1cc(NCc2ccccn2)nc2ccccc12,2,-4,-1,-9,-1,-12,3,5,10
CC(=O)CC(c1ccccc1)S(=O)(=O)c1ccc(C)cc1 (centres undefined),4,-4,1,-2,-2,-10,27*,5,-1
O=C(NCc1ccco1)C1CCN(c2nnc(-n3cccc3)s2)CC1,-15,10,2,-11,-2,-8,-16,2,0
COc1ccc(C)cc1NC(=O)CSc1ccc(-c2ccccn2)nn1,-6,2,9,1,0,1,5,1,0
COc1c2ccoc2c(OC[C@@H](O)C(C)(C)OC)c2oc(=O)ccc12,-3,9,2,-4,2,9,-10,0,1

# High-throughput results as filed in PubChem BioAssay.
